From PubChem BioAssay
MEKK2 mut-MEK5 = MEK5 binding signal on mutant MEKK2 PB1, primary screen, biochemical, multiplex bead flow cytometry, Alexa488-MEK5; hit rate 0.35% among 290,000; percent response, % at 10 µM; Alexa488-MEK5 binding to MEKK2 mutant; AID 1530, 2009; in the data active = percent response above about 24%, passing the limit was not always enough; note: inactives centre near 1; some results filed as inactive read as strong as hits; reference of the scale not given here
MEKK3 PB1 HTS = modulators of MEKK3-MEK5 PB1 binding, primary screen, biochemical, wildtype MEKK3, multiplex bead flow cytometry, Alexa488-MEK5; AID 1529, 2009; bead-based flow cytometry, Alexa488-MEK5 binding to MEKK3; actives lie on both sides; 0 = blocked by unlabeled MEK5, 100 = vehicle; hit rate 1.4% among 290,000; Mitogen-activated protein kinase kinase kinase 3 (Homo sapiens), Q99759; binding response (% of control), % at 10 µM;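 active = binding response more than 3 SD above or below the average of its plate-row segment, actives on both sides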;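 note: Alexa488 bead fluorescence after subtracting the streptavidin-only scavenger bead signal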
GPR7 antagonist = GPR7 receptor antagonists, primary screen, cell-based, fluorescence, single concentration. Neuropeptides B/W receptor type 1 (Homo sapiens), P48145. GPR7-expressing cells, fluorescence antagonist assay. inhibition, % at 4.4 µM. hit rate 1.1% among 290,000; in the data active = inhibition above about 16%, passing the limit was not always enough;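 note: cells stimulated with the agonist NPW; 0% = agonist with vehicle and 100% = vehicle without agonist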
Target sequence (P48145 whole entry, looked up): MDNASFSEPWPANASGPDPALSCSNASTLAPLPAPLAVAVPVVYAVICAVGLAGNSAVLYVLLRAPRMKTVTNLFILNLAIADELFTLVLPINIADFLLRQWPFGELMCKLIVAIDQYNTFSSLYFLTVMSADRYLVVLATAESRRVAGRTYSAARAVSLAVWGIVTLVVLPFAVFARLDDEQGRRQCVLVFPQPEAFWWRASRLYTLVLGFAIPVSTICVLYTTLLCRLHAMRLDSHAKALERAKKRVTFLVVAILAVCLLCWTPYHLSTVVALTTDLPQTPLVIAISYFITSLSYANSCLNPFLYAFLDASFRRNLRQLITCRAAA
NALP1 inh = NALP1 inflammasome inhibitors in reconstituted yeast, colorimetric, S. cerevisiae, triplicate retest | S. cerevisiae NALP1/ASC/caspase-1 growth, X-gal OD620, 72 h | inhibition, % at 10 µM | hit rate 0.61% among 280,000 | AID 2071, 2009; in the data active = inhibition mostly above about 24%, no sharp cut-off; inactive = mostly below about 32%; note: some compounds called inactive have numbers as strong as hits
OXTR ag = human OXTR agonists, primary screen, fluorescence, CHO-OTR cells, Fluo-8 calcium | hit rate 0.32% among 320,000 | activation, % at 3 µM | Fluo-8 calcium fluorescence; normalized: DMSO 0%, oxytocin 100% | AID 2435, 2010;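 active = activation above the mean of all tested compounds plus 3 SD, cutoff set per screening run, cut at about 20% in these data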;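 note: peak over basal fluorescence ratio from a 100 s FLIPR kinetic read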
Target sequence (P30559 whole entry, looked up): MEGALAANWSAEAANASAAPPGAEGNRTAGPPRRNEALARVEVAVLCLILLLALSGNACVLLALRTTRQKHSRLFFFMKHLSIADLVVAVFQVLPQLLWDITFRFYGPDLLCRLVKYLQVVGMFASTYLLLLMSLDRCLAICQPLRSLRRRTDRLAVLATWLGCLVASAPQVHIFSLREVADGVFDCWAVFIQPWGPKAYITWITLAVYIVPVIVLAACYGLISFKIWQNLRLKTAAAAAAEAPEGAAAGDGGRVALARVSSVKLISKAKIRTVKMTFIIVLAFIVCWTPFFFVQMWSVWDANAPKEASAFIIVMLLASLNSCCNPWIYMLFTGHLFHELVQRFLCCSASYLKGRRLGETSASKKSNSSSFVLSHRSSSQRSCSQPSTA
MEKK2wt PB1 HTS = modulators of MEK5 binding to wildtype MEKK2, primary screen, biochemical, multiplex bead flow cytometry, Alexa488-MEK5 | Mitogen-activated protein kinase kinase kinase 2 (Homo sapiens), Q9Y2U5 | Alexa488-MEK5 binding to MEKK2 WT; actives lie on both sides | binding response (% of control), % at 10 µM | hit rate 1.1% among 290,000; in the data active = binding response below about 67% or above about 130%
M18AAP inhibitor = PfM18AAP inhibitors, malaria aminopeptidase, primary screen, biochemical, QFRET, recombinant enzyme; inhibition, % at 7.35 µM; AID 1822, 2009; hit rate 1.2% among 290,000; H-Glu-NHMec fluorogenic cleavage; M18 aspartyl aminopeptidase (Plasmodium falciparum 3D7);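 active = inhibition above the campaign mean inhibition over all tested compounds plus 3 SD, cut at about 28% in these data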;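 note: 0% = plate median of test compound wells and 100% = 2 mM ZnCl2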
PHOSPHO1 inh = PubChem AID 1565; hit rate 1.1% among 290,000; inhibition, % at 13.3 µM; Phosphoethanolamine/phosphocholine phosphatase (Homo sapiens), Q8TCT1; recombinant PHOSPHO1, absorbance phosphatase assay; in the data active = inhibition above about 60%
Target sequence (Q8TCT1 whole entry, looked up): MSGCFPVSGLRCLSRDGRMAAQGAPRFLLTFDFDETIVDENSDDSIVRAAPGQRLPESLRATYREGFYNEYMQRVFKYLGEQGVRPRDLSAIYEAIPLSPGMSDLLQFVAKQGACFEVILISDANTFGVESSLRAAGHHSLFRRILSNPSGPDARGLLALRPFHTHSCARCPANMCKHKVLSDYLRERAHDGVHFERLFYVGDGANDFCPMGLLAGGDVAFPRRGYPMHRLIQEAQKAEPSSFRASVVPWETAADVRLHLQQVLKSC
FID counter = compounds displacing fluorescent DNA intercalator, primary screen, artefact control for HCV NS3 helicase inhibitor project, biochemical, FID fluorescence | inhibition, % at 7.9 µM | DNA fluorescent intercalator displacement | hit rate 0.17% among 290,000 | AID 1845, 2009; in the data active = inhibition above about 37%;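 note: 0% = vehicle and 100% = reference compound; higher means more ethidium bromide displaced from hairpin DNA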
The depositor's hits bear a star; x = not tested or not shown.

cpd	canonical_smiles	MEKK2 mut-MEK5	MEKK3 PB1 HTS	GPR7 antagonist	NALP1 inh	OXTR ag	MEKK2wt PB1 HTS	M18AAP inhibitor	PHOSPHO1 inh	FID counter
1	COc1ccc(C(=O)Nn2c(SCC(=O)NCc3ccccc3)nc3ccccc3c2=O)cc1	-5	98	5	38*	-0.3	95	8	17	-5
2	CCS(=O)(=O)N1Cc2ccccc2CC1C(=O)OCC(=O)Nc1ccc(C)cc1 (stereo not given)	16	104	8	13	1.0	109	-1	27	-17
3	COc1cc(/C=C2/NC(=O)N(Cc3ccccc3F)C2=O)ccc1Oc1ccc([N+](=O)[O-])cn1	-2	98	-2	19	0.9	101	6	-4	-5
4	CCCC(=O)Nc1cccc(Oc2ccc3c(c2)C(=O)NC3=O)c1	2	104	6	16	0.1	104	1	25	-10
5	CC(C)N(C(=O)Cn1cc(S(=O)(=O)CC(=O)NC2CCCCC2)c2ccccc21)C(C)C	-2	94	-14	-18	0.7	92	-5	33	-30
6	CCOc1ccc(CNc2nc3ccccc3n2C)cc1	0	98	11	32	6.2	102	-2	-16	13
7	N#Cc1ccc(COC(=O)c2cc(=O)c3ccccc3o2)cc1	-12	97	-11	7	-1.1	95	-11	20	1
8	CCCc1nc2ccccc2c(=O)n1/N=C/c1ccc(O)cc1O	2	100	-3	-13	4.4	101	23	-14	-3
9	O=C(OCc1ccc(Cl)cc1)c1cnccn1	2	104	-4	44	1.9	106	-13	12	-5
10	COc1ccc(-c2n[nH]c(=S)n2Cc2ccccc2)cc1	6	105	-7	-6	0.0	105	14	19	-16
11	COc1ccc(/C=N/N2CCN(c3ccccc3)CC2)cc1Br	14	106	-15	-2	-0.1	106	-6	8	3
12	CCC1CCC/C1=N\NC(=O)c1ccoc1C (stereo not given)	-5	100	-14	12	x	98	-13	17	-8
13	CCCCN(C(=O)c1ccc(Cl)c(S(=O)(=O)N2CCOCC2)c1)c1c(N)n(CCC)c(=O)[nH]c1=O	0	98	-8	x	1.0	100	-13	16	-5
14	Cc1cc(C(=O)NCCc2ccc(Cl)cc2)n(-c2ccccc2)n1	-6	92	-8	x	-0.5	94	-2	22	-14
15	O=C(Nc1ccc(O)cc1)c1ccc2c(c1)C(=O)N(Cc1ccccc1)C2=O	6	98	4	10	9.0	102	-3	16	4
16	COc1ccc(C(CNC(=O)c2cccnc2SC)N2CCOCC2)cc1 (stereo not given)	3	103	2	22	-0.3	107	-5	-19	-7
17	C/C(=N\NC(=O)c1cc(-c2ccccc2C)nc2ccccc12)c1cccnc1	-4	96	-23	0	x	93	2	58	-28
18	CC(=O)c1c(C)oc2ccc(N(C(C)=O)S(=O)(=O)c3cccc([N+](=O)[O-])c3)cc12	-3	102	-12	0	-0.6	98	7	-30	3
19	CCC(=O)Nc1ccc(NC(=S)Nc2ccccc2)cc1	1	107	1	15	0.6	108	-10	5	2
20	CCn1cc(C(=O)N2CC(C)CC(C)C2)c(=O)c2cc(S(=O)(=O)N3CCOCC3)ccc21 (stereo not given)	-10	98	-3	-2	0.1	95	6	18	-25
21	C/C(=N\NC(=O)c1ccccc1O)c1ccc(NC(=O)Cc2ccccc2)cc1	7	102	-3	9	-0.4	104	18	26	-16
22	O=C(/C=C/c1ccco1)NC(=S)Nc1nc(-c2ccc3ccccc3c2)cs1	-45	95	8	26	1.4	82	4	10	0
23	CN(Cc1ccc(-n2cccn2)cc1)C(=O)c1cnn2c1NC(c1ccco1)CC2C(F)(F)F (stereo not given)	8	106	-23	22	x	107	11	22	-38
24	CCN1C(=O)N[C@@H](CCc2ccccc2)[C@@H](C(=O)OC)[C@H]1C	2	96	x	4	0.0	93	x	18	x
25	O=C(CNC(=O)N1CC(=O)Nc2ccccc21)Nc1nccs1	1	102	-7	3	0.2	105	1	40	-7
26	COc1cccc(OC)c1C(=O)NCCN1CCN(C(=O)c2c(OC)cccc2OC)CC1	3	105	-13	-4	-0.2	108	4	2	-7
27	CC(=O)c1ccc(Nc2cc(C)nc3c(C)cccc23)cc1	-2	114	9	28*	-1.8	108	1	-12	6
28	Cc1cc(NC(=O)CSc2nnc(-c3ccco3)n2CC2CCCO2)no1 (stereo not given)	8	102	5	-2	0.8	104	-3	1	-18
29	CCOC(=O)NC(=S)Nc1cccc(NC(=S)NC(=O)OCC)c1	3	101	-17	-2	2.9	102	4	46	-12
30	Cc1ccc(S(=O)(=O)Nc2ccc3c(c2)nc(CCN2CCCC2)n3C)cc1	0	98	-2	12	11	115	0	51	4
31	O=[N+]([O-])c1ccc(N2CCN(C(=S)Nc3cccc(F)c3)CC2)cc1	-4	100	1	22	9.1	95	2	34	3
32	Cc1ccc(-n2cccn2)c([C@@H]2C[C@H]3CN(C)C(=O)[C@]34CCCN24)c1	3	103	-22	4	0.1	107	-11	22	-2
33	COc1cc(S(=O)(=O)N(Cc2ccccn2)Cc2ccco2)ccc1-n1cnnn1	-1	99	-9	-75	1.3	95	-3	-3	-19
34	O=C(NCc1ccncc1)C(=O)NCC(c1ccco1)N1CCN(c2ccccc2)CC1 (stereo not given)	1	105	-2	-23	1.0	103	-3	-32	-19
35	CC1(C)C2CC=C(/C=N/NC(=O)C3CC3)C1C2 (stereo not given)	1	99	-13	2	-0.8	99	-2	23	0
36	CC(NS(C)(=O)=O)C(c1cccs1)N1CCN(c2ccccc2)CC1 (stereo not given)	5	100	-7	10	1.4	99	-6	-7	-11
37	Cc1cccc(CN2CCC(CNC(=O)CCNC(=O)Cn3ccc4ccccc4c3=O)CC2)c1	3	103	-5	28	-0.1	107	-2	0	4
38	COc1cccc(-n2c(CCn3nc(C)c([N+](=O)[O-])c3C)n[nH]c2=S)c1	-5	90	-12	20	-0.6	93	32*	-29	-4
39	CCOC(=O)c1c(C)nn(-c2ncccc2NC(=O)CCC(=O)O)c1C	-7	101	-9	9	-0.3	98	-19	42	1
40	C=CCc1c(C)nc2c(OC)cccc2c1Cl	-1	131*	1	14	-2.3	111	-14	6	-21

Records above printed as active in NALP1 inh.
item | Molecule | MEKK2 mut-MEK5 | MEKK3 PB1 HTS | GPR7 antagonist | NALP1 inh | MEKK2wt PB1 HTS | M18AAP inhibitor | PHOSPHO1 inh
1 | COc1ccc(C(=O)Nn2c(SCC(=O)NCc3ccccc3)nc3ccccc3c2=O)cc1 | -5 | 98 | 5 | 38* | 95 | 8 | 17
27 | CC(=O)c1ccc(Nc2cc(C)nc3c(C)cccc23)cc1 | -2 | 114 | 9 | 28* | 108 | 1 | -12

More results follow.
cpd	canonical_smiles	MEKK2 mut-MEK5	MEKK3 PB1 HTS	GPR7 antagonist	NALP1 inh	OXTR ag	MEKK2wt PB1 HTS	M18AAP inhibitor	PHOSPHO1 inh	FID counter
41	Cc1ccc(Cn2c(SCC(=O)NCC3CCCO3)nc3c2c(=O)n(C)c(=O)n3C)cc1 (stereo not given)	1	103	7	20	-0.4	98	-10	32	-32
42	Cc1nn(Cc2ccc(Cl)cc2)c(C)c1N	2	108	5	5	0.9	96	0	6	1
43	Cc1ccccc1CC(=O)NC1CCN(C)CC1	8	108	-11	2	x	110	-2	24	-1
44	Cc1cc(C(=O)CN2C(=O)C3CC=CCC3C2=O)c(C)n1-c1ccccc1 (stereo not given)	4	97	5	3	-0.8	98	6	14	-3
45	CCS(=O)(=O)N1CCC(C(=O)NCc2cc(OC)ccc2OC)CC1	3	97	-2	41*	0.4	101	0	13	-2
46	CCNC(=O)/C(=C\c1ccc2c(c1)OCO2)NC(=O)c1ccc(Br)cc1	-5	91	-2	6	0.0	98	5	35	0
47	CCCC(CCC)C(=O)Nc1c[nH]c(=O)[nH]c1=O	-1	100	5	-6	0.3	100	-9	11	-5
48	Nc1ccc(Sc2cnn(-c3ccccc3)c(=O)c2Cl)cc1	x	x	-4	12	-2.2	x	1	26	-2
49	O=C(CCCn1c(SCc2cc(=O)n3ccccc3n2)nc2ccccc2c1=O)NCC1CCCO1 (stereo not given)	4	102	-24	-4	2.6	106	0	-5	-18
50	CC(=O)c1ccc(N2CCN(C(=O)c3ccc4ccccc4n3)CC2)cc1	-4	100	-1	14	-1.1	101	5	36	-26

Retrieved by compound from the entries so far (3):
cpd	canonical_smiles	MEKK2 mut-MEK5	MEKK3 PB1 HTS	GPR7 antagonist	NALP1 inh	OXTR ag	MEKK2wt PB1 HTS	M18AAP inhibitor	PHOSPHO1 inh	FID counter
41	Cc1ccc(Cn2c(SCC(=O)NCC3CCCO3)nc3c2c(=O)n(C)c(=O)n3C)cc1 (stereo not given)	1	103	7	20	-0.4	98	-10	32	-32
42	Cc1nn(Cc2ccc(Cl)cc2)c(C)c1N	2	108	5	5	0.9	96	0	6	1
43	Cc1ccccc1CC(=O)NC1CCN(C)CC1	8	108	-11	2	x	110	-2	24	-1

(continued)
cpd	canonical_smiles	MEKK2 mut-MEK5	MEKK3 PB1 HTS	GPR7 antagonist	NALP1 inh	OXTR ag	MEKK2wt PB1 HTS	M18AAP inhibitor	PHOSPHO1 inh	FID counter
51	C=CCOc1ccc(/C=N/O)cc1Cl	3	107	-17	16	-0.9	106	-7	-11	0
52	C=CCc1ccc(OCCOc2cccc3ccc(C)nc23)c(OC)c1	6	105	-2	-9	2.3	112	11	-23	-18
53	C=CCNC(=S)NNC(=O)COc1ccc(Cl)cc1Cl	-2	101	6	-2	0.2	86	14	-15	-16
54	CC(C)(C)c1ccc(NC(=O)COC(=O)C2(C)CC2(Cl)Cl)cc1 (stereo not given)	-14	83	-7	7	-2.2	86	-7	-1	-19
55	COc1cccc(NS(=O)(=O)c2ccc3c(c2)CCCN3C(C)=O)c1	-2	96	6	-4	6.7	99	-7	13	-10
56	COC(C[C@H](O)CC(=O)[C@@H](C)OCc1ccccc1)OC	-2	101	x	x	-0.1	98	x	x	x
57	Cc1ccc(NC(=O)c2cccc(NC3=NC4CS(=O)(=O)CC4S3)c2)cc1 (stereo not given)	1	102	1	7	0.8	98	5	33	-5
58	O=C(Cc1cccs1)Nc1ccccc1F	5	97	4	2	-0.1	97	6	29	-16
59	CN(C)C1=NCC(CSC(=N)N)S1 (stereo not given)	-10	97	-4	-6	0.7	85	-2	-5	7
60	c1ccc(Cn2ncc3c(N4CCCCC4)ncnc32)cc1	0	102	8	8	-1.0	101	4	-4	-15

Entries of single compounds, looked up by structure:
`CCC(=O)Nc1ccc(NC(=S)Nc2ccccc2)cc1` is entered as MEKK2 mut-MEK5 = 1; MEKK3 PB1 HTS = 107; GPR7 antagonist = 1; NALP1 inh = 15; OXTR ag = 0.6; MEKK2wt PB1 HTS = 108; M18AAP inhibitor = -10; PHOSPHO1 inh = 5; FID counter = 2
`CC(NS(C)(=O)=O)C(c1cccs1)N1CCN(c2ccccc2)CC1` (stereo not given) is entered as MEKK2 mut-MEK5 = 5; MEKK3 PB1 HTS = 100; GPR7 antagonist = -7; NALP1 inh = 10; OXTR ag = 1.4; MEKK2wt PB1 HTS = 99; M18AAP inhibitor = -6; PHOSPHO1 inh = -7; FID counter = -11
